Jurkat autofluor – compound fluoresces in Jurkat cells, VLA-4 screen interference. compound autofluorescence, flow cytometry; stronger effect = higher value; 1 = vehicle-only cell background. fluorescence ratio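 (tested at 10 µM compound in the well)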. 24,000 tested, 0.61% active. AID 576;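 active = fluorescence ratio above 2.44, which is 1 plus 3 SD of all ratios; inconclusive = signal too bright to measure linearly, ratio around 10 or more; inactive = fluorescence ratio below 2.44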;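 note: green fluorescence of cells measured with 488 nm excitation and 530 nm emission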
VLA-4 antagonist – inhibition of LDV-FITC ligand binding to human VLA-4 integrin; P13612; Jurkat cells, LDV-FITC binding with Mn2+, flow cytometry; 100% = Mn2+-driven binding gain fully reversed; inhibition, % at 10 µM (by protocol); 24,000 tested, 0.2% active;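 active = inhibition above 50%; inconclusive = compound itself fluorescent, judged against control cell fluorescence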;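 note: 0% = Mn2+ stimulated cells lacking compound and 100% = ligand binding without Mn2+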
Target sequence (P13612 whole entry, looked up): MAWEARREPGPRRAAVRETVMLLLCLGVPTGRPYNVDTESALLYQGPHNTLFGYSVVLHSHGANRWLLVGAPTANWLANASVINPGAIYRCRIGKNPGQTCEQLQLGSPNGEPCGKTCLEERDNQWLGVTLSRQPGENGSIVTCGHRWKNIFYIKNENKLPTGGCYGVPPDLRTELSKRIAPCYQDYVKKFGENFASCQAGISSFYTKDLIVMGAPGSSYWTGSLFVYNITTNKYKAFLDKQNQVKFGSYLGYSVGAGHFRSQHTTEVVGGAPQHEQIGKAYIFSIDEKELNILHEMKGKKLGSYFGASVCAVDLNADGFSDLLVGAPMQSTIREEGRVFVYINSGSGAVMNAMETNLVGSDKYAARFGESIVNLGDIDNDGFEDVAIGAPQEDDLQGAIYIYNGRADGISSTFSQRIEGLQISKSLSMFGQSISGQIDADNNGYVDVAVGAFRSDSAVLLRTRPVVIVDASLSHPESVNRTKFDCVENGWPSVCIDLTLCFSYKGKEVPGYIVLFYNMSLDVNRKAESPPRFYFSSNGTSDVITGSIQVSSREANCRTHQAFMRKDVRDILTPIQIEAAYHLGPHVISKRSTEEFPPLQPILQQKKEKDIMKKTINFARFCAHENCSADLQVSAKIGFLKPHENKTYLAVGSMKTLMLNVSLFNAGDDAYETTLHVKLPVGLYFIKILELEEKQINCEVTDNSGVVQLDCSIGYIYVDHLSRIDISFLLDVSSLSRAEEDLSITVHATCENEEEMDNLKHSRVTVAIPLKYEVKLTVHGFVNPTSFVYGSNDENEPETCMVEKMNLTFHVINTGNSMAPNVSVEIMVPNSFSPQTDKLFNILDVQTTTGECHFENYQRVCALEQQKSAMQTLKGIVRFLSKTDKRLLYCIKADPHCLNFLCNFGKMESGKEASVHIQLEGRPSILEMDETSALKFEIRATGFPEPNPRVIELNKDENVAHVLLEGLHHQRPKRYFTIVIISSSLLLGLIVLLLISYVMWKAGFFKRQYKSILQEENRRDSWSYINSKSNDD
VLA-4 agonist – allosterically activates the human VLA-4 integrin | Jurkat cells, LDV-FITC binding, flow cytometry | P13612 | activation, % at 10 µM (by protocol) | 24,000 tested, under 10 active;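 active = fluorescent ligand binding to cells raised by more than 40% of the manganese-induced maximum; inconclusive = compound's own fluorescence above 85% of the ligand control signal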;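 note: 0% = ligand binding without compound and 100% = manganese-stimulated maximal binding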
Prostate diff – LNCaP prostate cell differentiation activation. side scatter shift, % at 10 µM. AID 795. flow cytometry side scatter, 4 d. 24,000 tested, 0.56% active;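 active = side scatter shift above 30%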;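 note: androgen-responsive LNCaP prostate cancer cells in charcoal-stripped serum medium; percent of cells past a gate set so DMSO wells show 10% shift; higher shift means more granular cells and more differentiation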
* hit, by the source's call; u = inconclusive. The list is partial; count on the stated rates, not on these rows.

SMILES	Jurkat autofluor	VLA-4 antagonist	VLA-4 agonist	Prostate diff
Cc1nc2ccc(S(=O)(=O)NC(C(=O)N3CCCC3)C(C)C)cc2s1 (stereo not drawn)	1	-6	6	9
COc1ccc(NC(=O)CC2Oc3ccccc3NC2=O)cc1 (stereo not drawn)	1	-7	-1	2
Cc1ccc(F)cc1NC(=O)Cc1nn(C)c(=O)c2ccccc12	0.97	1	-5	7
CCN1CCN(C(=O)c2cc3c(=O)oc4ccc(C)cc4c3s2)CC1	1.1	13	2	12
COc1ccc(S(=O)(=O)N(C)c2ccc(C(=O)N3CCOCC3)cc2)cc1	0.98	-21	-3	13
Oc1[nH]c2ccccc2c1/C=N/c1nccs1	9.6*	u	u	8
COc1ccc(C(=O)NCc2nnc(SCC(=O)Nc3cccc(C(F)(F)F)c3)o2)cc1OC	1.1	-15	-1	4
CC1CCN(CCNC(=O)C2CCCN(S(=O)(=O)c3cccc4nonc34)C2)CC1 (stereo not drawn)	1.4	u	u	4
CC(C)N(O)C(=O)NC(C)(C)C	0.97	1	-3	11
CCOc1ccc(NC(=O)c2ccccc2O)cc1	1.1	-8	2	18

Of the compounds above, 2 have a halogen.
SMILES	Jurkat autofluor	VLA-4 antagonist	VLA-4 agonist	Prostate diff
Cc1ccc(F)cc1NC(=O)Cc1nn(C)c(=O)c2ccccc12	0.97	1	-5	7
COc1ccc(C(=O)NCc2nnc(SCC(=O)Nc3cccc(C(F)(F)F)c3)o2)cc1OC	1.1	-15	-1	4

Following part:
SMILES	Jurkat autofluor	VLA-4 antagonist	VLA-4 agonist	Prostate diff
CC1CCCC(NC(=O)CCn2c(=O)oc3ccccc32)C1C (stereo not drawn)	1	-1	4	8
COc1ccc(NC(=O)NCCCN2CCCCC2C)cc1 (stereo not drawn)	0.99	-1	6	4
COc1ccc(N(CC(=O)Nc2ccc3c(c2)OCCO3)S(=O)(=O)c2c(C)nn(C)c2C)cc1	1.1	16	-10	6
Cc1nc(SCC(=O)NCc2ccco2)c2c(C)c(C)sc2n1	0.98	-9	1	13
Nc1cc(N)nc(SCc2ccccc2)n1	1.1	-4	2	12
CCOC(=O)c1[nH]c2ccc(Br)cc2c1NC(=O)CCN1CCC(C(=O)OCC)CC1	0.98	0	-7	8
O=C(Cc1ccccc1)Nc1nnc(-c2cccs2)s1	1	-11	4	13
Cc1cccc(N(C(=O)Nc2ccccc2)C2=NCC(C)S2)c1 (stereo not drawn)	1.1	2	1	2
COc1cccc2cc(C(=O)N3CCN(c4ccc(C)cc4C)CC3)c(=O)oc12	1.1	13	-5	3
O=C(C1CCN(S(=O)(=O)c2cccc3nsnc23)CC1)N1CCn2c1nc1ccccc12	1.1	-9	2	12
O=C(CSc1nnc(C2COc3ccccc3O2)o1)N1CCCc2ccccc21 (stereo not drawn)	1	4	-5	8
O=c1c(O)c(-c2ccc(O)cc2O)oc2cc(O)cc(O)c12	1.2	-20	8	6
COc1ccc(-n2c(Cc3cc(=O)[nH]c(=O)[nH]3)nnc2SCC(=O)N2CCCC2)cc1	0.97	-11	0	6
Cc1[nH]c(=O)[nH]c(=O)c1S(=O)(=O)Nc1ccc(Oc2ccccc2)cc1	1	-19	7	5
COc1cccc(-n2c(SCC(=O)N3CCOCC3)nc3c([nH]c4ccccc43)c2=O)c1	1.1	1	-3	15
O=S(=O)(c1cccc(S(=O)(=O)N2CCC(N3CCCCC3)CC2)c1)N1CCOCC1	0.98	-31	8	13
COC(=O)C1(C(=O)OC)Sc2ccccc2C1=O	0.99	8	-2	12
Cc1ccc(CCNC(=O)CC2Oc3ccc(C)cc3NC2=O)cc1 (stereo not drawn)	1	-12	-1	12
COc1ccc(-n2c(=S)[nH]c3cc(C(=O)NCCCN4CCCC4=O)ccc3c2=O)cc1	1.1	u	u	3
COc1ccc(C(=O)N2CCN(c3ccc(C)cc3)CC2)cc1OC	0.9	u	u	11

3 of the entries above in order of the Jurkat autofluor value, high to low.
SMILES	Jurkat autofluor	VLA-4 antagonist	VLA-4 agonist	Prostate diff
O=C(CSc1nnc(C2COc3ccccc3O2)o1)N1CCCc2ccccc21 (stereo not drawn)	1	4	-5	8
COC(=O)C1(C(=O)OC)Sc2ccccc2C1=O	0.99	8	-2	12
COc1ccc(-n2c(Cc3cc(=O)[nH]c(=O)[nH]3)nnc2SCC(=O)N2CCCC2)cc1	0.97	-11	0	6

(list continues)
SMILES	Jurkat autofluor	VLA-4 antagonist	VLA-4 agonist	Prostate diff
CC(C)CC(NS(=O)(=O)c1ccc2c(c1)oc(=O)n2C)C(=O)N1CC=C(c2ccccc2)CC1 (stereo not drawn)	1.1	-1	2	11
Cc1ccc(-n2c(Cc3cccn3C)nnc2SCC(=O)NCc2ccco2)cc1	1.1	-3	2	9
Cc1cccc(NC(=O)c2oc3c(c2C)C(=O)CC(C)(C)C3)n1	1	-27	0	7
COc1ccc(NC2=NC3(CCCCC3)N=C(N)N2)cc1	1.1	-1	-1	9
CC1CCC(NC(=O)Cn2ncc3ccccc32)CC1 (stereo not drawn)	0.94	-2	6	9
CCCOc1cccc(-c2nnc(N)s2)c1	1	-14	-3	6
CCOC(=O)C(C)Sc1nnc(Cn2c(=O)sc3ccccc32)n1-c1ccccc1 (stereo not drawn)	1	5	1	11
O=C(CSc1nccn1-c1ccccc1)Nc1ccc2c(c1)OCO2	0.98	21	5	7
COCCNC(=O)c1ccc(Cn2c(=S)[nH]c3cc4c(cc3c2=O)OCO4)cc1	1.1	-13	-1	5
CCC(=NC(C)c1ccccc1)c1c(O)n(C)c(=O)n(C)c1=O (stereo not drawn)	1	-14	-6	9
CS(=O)(=O)N1CCCC(C(=O)NCc2ccccn2)C1 (stereo not drawn)	1	-23	9	5
Cc1ccc(N(C(=O)CC2NC(=O)NC2=O)C2(C(=O)NC3CCCC3)CCCCC2)cc1 (stereo not drawn)	1.1	-18	-4	0
Cc1ccc(CNc2nc3ccccc3n3nnnc23)cc1	u	u	u	35*
O=C(Nc1cccnc1)c1cc(-c2ccc(Br)cc2)on1	1.1	-24	4	4
CCOC(=O)Cn1c(=O)n(C2CCCC2)c(=O)c2ccccc21	0.93	-2	4	14
Cc1nn(C)c(C)c1S(=O)(=O)NC1CCCc2ccccc21 (stereo not drawn)	1.1	u	u	7
Cc1ccc2c(c1)C1CCCC3C1N2CC(=O)N3Cc1ccccc1 (stereo not drawn)	1.4	4	-4	4
O=C(Nc1cccc(-c2cn3cccnc3n2)c1)c1ccco1	1.2	18	-3	10
CCOC(=O)c1c(C)c(C(=O)Nc2cc(OC)ccc2OC)c(C)n1CC	1.1	-34	-15	7
COc1ccc(-n2c(=O)c3c4c(sc3n(CC(=O)NCc3ccco3)c2=O)CCC4)c(OC)c1	1.1	12	-1	8
CCOC(=O)c1c(C)c(C(=O)N2CCCCCC2)c(C)n1CC	1	2	3	18
O=C1CC(c2ccsc2)c2cc3c(cc2N1)OCCO3 (stereo not drawn)	1	-15	2	5
CCN(CC)CCCNC(=O)c1nn(-c2ccc(OC)cc2OC)c(=O)c2ccccc12	1	3	0	9
CC(C)(C)n1ncc2c(=O)n(CC(=O)NCCc3ccccc3)cnc21	1.1	-8	1	6
CCC1CCCCN1C(=O)Cn1c(=O)n(CCC(=O)NCc2ccco2)c(=O)c2sccc21 (stereo not drawn)	1.1	8	-2	18
Cc1cccc(NC(=O)C2CCN(S(=O)(=O)c3c(C)nn(C)c3C)CC2)n1	1	-6	0	7
O=C1c2ccccc2C(O)N1Cc1ccco1 (stereo not drawn)	1.1	-11	-11	15
CC(C)Cc1nc2oc3c(N4CCN(CCO)CC4)ncnc3c2c2c1CCCC2	0.95	-16	9	32*
COc1ccc(NC(=O)CN(c2cc(C)cc(C)c2)S(=O)(=O)c2c(C)noc2C)cc1	1	13	-2	11
CC(=O)OCC[N+](C)(C)C	0.98	-12	8	3
CN1CCN(C(=O)c2ccc3c(c2)N(Cc2cccc(Cl)c2)C(=O)c2ccccc2S3=O)CC1 (stereo not drawn)	1.1	-1	-3	12
CCCCOC(=O)CNc1nnc(SCC(=O)OCC)[nH]c1=O	1.2	-4	16	8
O=C(c1cc2c(ccc3ccccc32)oc1=O)N1CCN(CCO)CC1	0.99	9	-11	7
CC(C)(C)C(=O)NC1CCN(C(=O)N2CCCC2)CC1	0.92	3	-2	8
CCOCCn1c(-c2ccc(OC)cc2)nc2ccccc21	1	-3	-3	15
Nc1ncnc2nc(Sc3ccc(Cl)cc3)[nH]c12	0.95	0	-2	7
COc1ccc(OC)c(CCNC(=O)C2CCN(c3nnc(-n4cccc4)s3)CC2)c1	0.79	-16	2	9
COc1ccc(C(=O)N(CCCO)Cc2cc3c(C)ccc(C)c3[nH]c2=O)cc1OC	0.96	-28	2	4
O=c1c2ccccc2nc(-c2cccc(Cl)c2)n1O	1	-3	0	10
COc1ccc(NC(=O)C2CCCN(S(=O)(=O)c3cccnc3)C2)c(OC)c1 (stereo not drawn)	1	-7	1	8

Structures listed so far printed as active in Jurkat autofluor:
SMILES	Jurkat autofluor	VLA-4 antagonist	VLA-4 agonist	Prostate diff
Oc1[nH]c2ccccc2c1/C=N/c1nccs1	9.6*	u	u	8

Single records, from the list above. Order of screens: Jurkat autofluor, VLA-4 antagonist, VLA-4 agonist, Prostate diff
Record of Oc1[nH]c2ccccc2c1/C=N/c1nccs1 → 9.6*, u, u, 8
Record of Cc1cccc(NC(=O)C2CCN(S(=O)(=O)c3c(C)nn(C)c3C)CC2)n1 → 1, -6, 0, 7

The list continues:
SMILES	Jurkat autofluor	VLA-4 antagonist	VLA-4 agonist	Prostate diff
CCN1C(=O)CC(N2CCC(Nc3ccc(F)cc3)CC2)C1=O (stereo not drawn)	1.1	-19	2	1
COc1ccccc1-c1cc(C(F)(F)F)nc(N2CCCC2)n1	1.1	-14	-2	5
COc1cc2[nH]c(=O)n(CCCCCC(=O)NCCCN3CCCC3=O)c(=O)c2cc1OC	1	-7	26	10
CCOC(=O)CSc1nc2ccccc2n2cnnc12	7.3*	u	u	10
COc1ccccc1CNC(=O)c1ccc(NS(=O)(=O)c2c(C)noc2C)cc1	1	-7	-7	12
O=C(Nc1ccc2c(c1)OCO2)C1CCN(Cc2cnn(-c3ccccc3)c2-n2cccc2)CC1	1.1	17	-6	6
CCN(Cc1ccccc1)S(=O)(=O)c1ccc(C(=O)Nc2nnc(C3CC3)o2)cc1	1	-6	8	7
O=C(Cn1nc(-c2ccc(Cl)cc2)ccc1=O)NCC1CCCO1 (stereo not drawn)	0.96	13	-2	4
Cc1ccc(-n2c(SCC(=O)N3CCCC3)nc3c(c2=O)SCC3)cc1	1.1	-3	4	0
CCc1ccc(NC(=O)CNS(=O)(=O)c2c(C)noc2C)cc1	0.98	19	-1	9
Cc1sc2nc3ccc(N4CCCC4)nn3c(=O)c2c1C	1.1	-4	3	11
Cc1ccc(S(=O)(=O)N2CCN(c3nc(C)nc4sc(C)c(C)c34)CC2)cc1	1.1	10	8	9
Cc1csc(NC(=O)CSc2nsc(SCC(=O)Nc3nc(C)cs3)c2C#N)n1	1.1	20	-16	18
CC(=O)N1CCc2cc(S(=O)(=O)NC(CC(C)C)C(=O)N3CCc4ccccc4C3)ccc21 (stereo not drawn)	1.1	-6	2	10
COc1ccc(N2C(=O)CCC(C(=O)O)C2c2ccc(F)cc2)cc1 (stereo not drawn)	0.82	-14	7	8
COc1ccccc1OCCn1c(=O)sc2ccccc21	1.1	-2	-6	11
O=C(C1CCC(CNc2c(N3CCOCC3)c(=O)c2=O)CC1)N1CCN(c2ccccc2)CC1 (stereo not drawn)	0.99	-11	6	6
COc1ccc(CCNC(=O)CSc2nnc(Cn3c(=O)sc4ccccc43)n2C)cc1OC	1.1	-5	-5	5
COc1cccc2sc(N3CCN(c4nc5ccccc5s4)CC3)nc12	1.4	u	u	5
Cc1cc(=O)[nH]c(SCc2nc3ccccc3n2Cc2ccccc2)n1	1.1	u	u	18
CC(C)N1C(=O)CCC1C(=O)NC1CCCC1 (stereo not drawn)	1	5	-4	6
CC(C)C1N(C(=O)CN2CCCC2)CCN1S(=O)(=O)c1ccccc1 (stereo not drawn)	0.94	-3	3	8
CCc1cc(C=NC2CCCCC2)c(O)s1	1.1	14	-11	3
Cc1ccc(N2C(=O)CSC2c2cccnc2)cc1F (stereo not drawn)	0.97	-4	0	16
COc1cc(CC(=O)NCc2ccc3c(c2)OCO3)cc(OC)c1OC	1.1	u	u	10
